Bioassay records from PubChem BioAssay.
EBV gp42 inh: Epstein-Barr virus gp42 inhibitors, primary screen, biochemical, uHTS, fluorescence polarization. Fluorescence polarization binding assay, mP read-out. inhibition, % (tested at 21.74 µM). 0.42% of 220,000 active; in the data active = inhibition above about 50%
Target sequence (Q1HVG2 whole entry, looked up): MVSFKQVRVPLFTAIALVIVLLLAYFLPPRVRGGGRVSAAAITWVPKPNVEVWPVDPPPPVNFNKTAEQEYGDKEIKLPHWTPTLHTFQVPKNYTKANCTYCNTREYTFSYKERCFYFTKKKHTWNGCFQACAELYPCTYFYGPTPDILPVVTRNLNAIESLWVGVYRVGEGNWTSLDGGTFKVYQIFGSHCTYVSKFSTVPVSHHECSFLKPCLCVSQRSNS
Tb hexokinase: Trypanosoma brucei hexokinase 1 inhibitors, primary screen, biochemical, G6PDH-coupled NADH absorbance, MLSCN library; hexokinase 1 [Trypanosoma brucei]; recombinant TbHK1, G6PDH-coupled NADH A340; inhibition, % at 10 µM; 0.11% of 220,000 active;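 active = inhibition of 50% or more in the single-dose primary screen; inactive = inhibition below 50%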
Runt-CBFb FRET: inhibitors of RUNX1 Runt–CBFb binding, primary screen, biochemical, FRET, Cerulean-Runt, Venus-CBFb, uHTS; Runt-related transcription factor 1 (Homo sapiens) + Core-binding factor subunit beta …; Cerulean-Runt/Venus-CBFb FRET ratio 530/480, 1 h; inhibition, % at 20 µM; 0.46% of 220,000 active; AID 1496, 2009;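 active = inhibition over about 50% at 20 µM in the single-dose screen, limit read from the data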;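 also: 0% = DMSO wells and 100% = excess unlabeled CBFb competitor control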
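Assay system: Cerulean-Runt domain fusion protein, energy donor; Signal: fluorescence energy transfer, 422 nm excitation, 530/480 nm emission; Timing: 1 h compound exposure, room temperature; Control set: unlabeled CBFb; Medium: Tris buffer pH 7.5 with salts and BSA; Compound: single test concentration of 20 µM, 1% DMSO final; Probe or stimulus: Venus-CBFb 100 nM.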
14-3-3 Bad inh: inhibitors of 14-3-3 zeta/Bad binding, primary screen, biochemical, TR-FRET, bovine 14-3-3 zeta. 14-3-3 protein zeta/delta (Bos taurus), P63103. TR-FRET 14-3-3zeta/Dy647-pBad peptide displacement, 1 h. inhibition, % at 21.7 µM. 0.71% of 220,000 active;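 active = inhibition above about 70%, limit read from the data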;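 also: 0% = full 14-3-3 plus peptide FRET controls and 100% = background without 14-3-3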
Target sequence (P63103 whole entry, looked up): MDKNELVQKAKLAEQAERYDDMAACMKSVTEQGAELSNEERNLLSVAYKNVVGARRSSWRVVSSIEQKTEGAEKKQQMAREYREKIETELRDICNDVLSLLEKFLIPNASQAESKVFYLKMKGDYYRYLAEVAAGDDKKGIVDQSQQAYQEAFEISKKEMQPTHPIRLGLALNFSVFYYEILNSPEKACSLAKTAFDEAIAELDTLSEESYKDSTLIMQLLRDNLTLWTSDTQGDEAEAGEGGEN
Mdm2 ligase inh: MDM2-luciferase reporter signal enhancers, primary screen, MDM2 E3 ligase inhibitor project, cell-based, luminescence, 1536-well; E3 ubiquitin-protein ligase Mdm2 (Homo sapiens), Q00987; cell-based MDM2 ubiquitination luciferase reporter, 2 h; 0 = plate control, 100 = twice control, blank-subtracted; signal enhancement, % at 5 µM; 0.11% of 210,000 active;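 active = signal enhancement of 30% or more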;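 also: luminescence tracks abundance of the self-degrading MDM2-luciferase fusion protein; higher signal means inhibition of MDM2 E3 ligase activity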
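System: stable MDM2–luciferase fusion reporter cells / Input: 2000 cells seeded into each well / Schedule: 4 h settle plus 2 h compound, 37 °C / Compound: single-point 5 µM / Buffer or medium: cells held in DMEM / Benchmarks: control and blank well means / Evaluation: percent signal gain over controls, blank-subtracted / Measured by: luciferase luminescence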
p47phox inh: p47phox/p22phox peptide binding inhibitors, primary screen, biochemical, uHTS, NADPH oxidase regulatory subunit | Neutrophil cytosol factor 1 (Homo sapiens), P14598 | fluorescence polarization, 2 h | inhibition, % at 24.7 µM | 0.53% of 220,000 active | AID 1274, 2008;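 active = inhibition above about 30%, limit read from the data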;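 also: 0% = p47phox with labelled peptide and 100% = labelled peptide alone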
Target sequence (P14598 whole entry, looked up): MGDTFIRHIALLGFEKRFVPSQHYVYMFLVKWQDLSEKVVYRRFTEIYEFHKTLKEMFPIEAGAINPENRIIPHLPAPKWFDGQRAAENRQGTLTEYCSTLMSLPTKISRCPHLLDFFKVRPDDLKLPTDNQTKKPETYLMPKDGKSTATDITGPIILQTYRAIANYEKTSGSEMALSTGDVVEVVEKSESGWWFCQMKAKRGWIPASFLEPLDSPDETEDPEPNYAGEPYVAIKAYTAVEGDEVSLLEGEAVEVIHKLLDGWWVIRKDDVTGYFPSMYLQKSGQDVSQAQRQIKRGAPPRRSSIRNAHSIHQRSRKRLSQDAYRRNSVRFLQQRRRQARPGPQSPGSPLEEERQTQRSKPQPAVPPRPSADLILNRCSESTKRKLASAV
Runt-SMMHC FRET: inhibitors of RUNX1 Runt–CBFb-SMMHC binding, primary screen, biochemical, FRET, Cerulean-Runt, Venus-CBFb-SMMHC, uHTS; 0.74% of 220,000 active; inhibition, % at 20 µM; Cerulean-Runt/Venus-CBFb-SMMHC FRET ratio 530/480, 1 h; Runt-related transcription factor 1 (Homo sapiens) + Core-binding factor subunit beta …;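 active = mean inhibition across duplicate retests at 20 µM reaching about 50%, limit read from the data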;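 also: 0% = DMSO wells and 100% = wells with excess untagged CBFb-SMMHC; inhibitors lower the FRET ratio by blocking Runt binding to CBFb-SMMHC; some results filed as inactive read as strong as hits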
L929 necroptosis: inhibitors of zVAD-triggered necroptosis, primary screen, L929 cells. viability rescue, % at 10 µM. L929 zVAD necroptosis rescue, ATP luminescence, 24 h; with zVAD 60 µM. 0.38% of 220,000 active;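 active = activation, scaled between plate controls, above about 75%, limit read from the data; inactive = activation under that limit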;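 also: 0% = zVAD with DMSO and 100% = DMSO alone without zVAD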
Hck-Nef inh: inhibitors of Nef-activated human Hck kinase, primary screen, biochemical, Z-Lyte FRET, 384-well, Hck-YEEI; Recombinant Hck-YEEI plus Nef, Z-Lyte FRET kinase assay; 0.68% of 220,000 active; inhibition, % at 20 µM;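 active = Hck-Nef kinase inhibition above about 50%, limit read from the data; inactive = inhibition below that limit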;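 also: 0% = DMSO with Hck plus Nef and 100% = Hck alone without Nef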
An asterisk follows results filed as active; nt = not tested or not shown; [ ] = another dose, or the depositor's remark. No enrichment for hits; any-hit rate near 3.2%.

SMILES,L929 necroptosis,p47phox inh,Mdm2 ligase inh,Runt-SMMHC FRET,14-3-3 Bad inh,EBV gp42 inh,Tb hexokinase,Runt-CBFb FRET,Hck-Nef inh
COC(=O)c1ccccc1NC(=O)C(C)c1ccc([N+](=O)[O-])cc1 (stereo not given),-0.1,-6,-12,0,-7,2,-6,0,2
Cc1ccc(-n2nnnc2SCC(=O)c2cc(C)n(CC3CCCO3)c2C)cc1 (stereo not given),nt,-10,1,-1,-11,-16,nt,-1,nt
Cc1ccc(C)c(Cc2c(C)nc3c(C(=O)N4CCOCC4)cnn3c2C)c1,-0.3,-7,1,-7,-18,-19,0,0,2
COc1ccc2nc(NC(=O)CSc3nnc(C)n3N)sc2c1,4.2,-12,-25,-1,12,-15,2,-1,3
O=C(N/N=C/c1ccncc1)NC1CCCCC1,5.7,-14,1,1,-3,3,1,0,12
CCCC(=O)N(CCN(Cc1ccccc1)C(=O)CCC)Cc1ccccc1,-0.2,-4,-7,-7,28,0,-3,-6,1
Cc1ccsc1/C=C(\C#N)C(=O)NCc1cccnc1,0.8,-1,2,-2,-7,-17,-21,1,1
COC(=O)[C@H](Cc1ccccc1)NC(=O)N1CCN(c2ccccc2)CC1,0.4,-11,-7,3,-14,-7,-4,2,17
O=C(NCc1ccco1)c1nc2c(nnn2Cc2ccccc2Cl)c(=O)[nH]1,-0.4,-1,nt,-1,5[fluorescence artefact?],-10,0,-2,10
Cc1cnc([N+](=O)[O-])n1CCOC(=O)NC(=O)c1ccccc1,0.8,0,-12,-1,-8,2,-14,0,23
CCOC(=O)CCC(=O)N1CCOCCOCCOCC1,2.6,-12,6,-5,-3,-24,1,2,-22
O=C(C1=C[C@H](C2CCCCC2)C[C@H](OCCCCO)O1)N1CCN(Cc2ccccc2)CC1,-0.2,nt,nt,-4,-5,-2,0,-1,3
Cc1ccc(CNC(=O)C(C)OC(=O)c2cccs2)cc1 (stereo not given),-0.5,-11,-7,-2,8,-8,2,-2,-1
Cc1ccc(NC2=Nc3ccccc3N3C2=Nc2c(c(C)nn2-c2ccccc2)C3c2ccc(O)c(O)c2)cc1 (stereo not given),0.0,-7,-15,-178,-12,78*,-25,-156,0
Cc1ccc(S(=O)(=O)N2CCN(C(=O)c3cc4c(C)nn(-c5ccccc5C)c4s3)CC2)cc1,0.0,-14,5,-2,-12,-19,-19,-1,0
N#Cc1ccc(-c2ccc(OCC(O)CN3CCOCC3)cc2)cc1 (stereo not given),-0.4,-10,-16,4,-10,9,-2,1,5
O=C1CN(C(=O)CN2CCOCC2)C(c2ccccc2)c2cc(Br)ccc2N1 (stereo not given),-0.6,-4,-9,1,-4,-9,2,3,2
COc1ccc(N(C(=O)C2CCCCC2)S(=O)(=O)c2cccc3cccnc23)cc1,-0.2,5,-13,3,14,17,7,0,-6
Cc1ccc(C(=O)N(c2ccccn2)C(C)c2ccco2)cc1C (stereo not given),0.2,-13,-9,2,4,-26,-2,-2,14
CCOC(=O)C1C(=O)OC(C)(C)C1C(C)C(=O)c1ccc(C)cc1 (stereo not given),0.8,1,-8,3,1,-2,-3,-1,0
CCc1ccc[n+](-c2[nH]c(=O)sc2/C=N/N=C(\N)[O-])c1,-0.1,-6,-12,1,2,-15,-28,4,-1
Cc1cccc(NC(=O)Nc2ccc(S(N)(=O)=O)cc2)c1,1.8,-2,0,-3,0,-14,-7,2,11
COc1ccc(C2C(C(=O)OCC3CCCO3)=C(C)NC3=C2C(=O)CC(c2ccco2)C3)cc1O (stereo not given),0.3,-22,-9,4,-2,6,-11,nt,5
Cc1ccc(NC(=S)N2CCN(c3ncccn3)CC2)cc1C,0.6,-6,-4,-1,-11,-1,2,-1,3
CCC(C(=O)c1ccccc1)P(=O)(NN)c1ccccc1 (stereo not given),0.7,-3,2,-1,-3,-1,-6,1,7

Next structures follow.
SMILES,L929 necroptosis,p47phox inh,Mdm2 ligase inh,Runt-SMMHC FRET,14-3-3 Bad inh,EBV gp42 inh,Tb hexokinase,Runt-CBFb FRET,Hck-Nef inh
Cn1c(=O)c2c(nc(Cc3ccc(N)cc3)n2C)n(C)c1=O,-0.4,-15,-9,0,-9,-10,-18,2,9
CCOc1ccc(NC(=O)c2ccc(CC)s2)c([N+](=O)[O-])c1,3.5,-41,-16,-6,1,-18,15,-3,-2
CCCCOc1ccc(C2=NNC(=O)CC2)cc1,0.9,-13,1,1,-16[fluorescence artefact?],-15,-1,-2,3
O=C(Oc1oc(-c2ccco2)nc1C=Nc1ccccc1)c1ccco1,-0.2,-11,1,-2,10[fluorescence artefact?],-5,2,2,0
O=C(NCC1CCCO1)C1CCCN(c2ncccn2)C1 (stereo not given),2.0,-13,-3,0,-1,-13,-4,-2,-6
Cc1[nH]nc(Nc2ccc(C(C)C)cc2)c1[N+](=O)[O-],3.3,-4,-7,0,-12,-9,-13,-2,24
CC1(C)CC(=O)C(C(=S)Nc2ccccc2)=C(NC2CC(C)(C)NC(C)(C)C2)C1,2.3,-2,2,2,6,2,-13,0,12
COc1cccc(CN2CCN(C3CCN(c4ccccc4C)CC3)CC2CCO)c1 (stereo not given),2.5,-16,-1,-2,-8,-21,-2,0,21
O=C(CCN1C(=O)COc2ccccc21)N1CCCCC1,-0.2,-10,-17,3,-3,-11,-4,1,1
COc1cc([N+](=O)[O-])ccc1NC(=O)CC1SC(=Nc2ccc(F)cc2)N(CCC2=CCCCC2)C1=O (stereo not given),1.6,-52,-13,1,-13,-20,-6,2,2
CC(C)(C)c1ccc(/C=N/Nc2ccc(C(=O)O)cc2)cc1,1.7,-6,-84,3,-18,-1,-14,2,-4
CC1CCCCC1NC(=O)CSc1nnc(N)s1 (stereo not given),0.3,5,-5,-3,10,-8,-7,3,6
O=C(Nc1ccc(F)cc1)N(Cc1nnc2n1CCCCC2)c1ccccc1,0.8,-8,-14,1,1[fluorescence artefact?],-8,-18,0,0
CC(=O)C1=C(C)NC(SCC(=O)c2ccccc2)=C(C#N)C1c1ccco1 (stereo not given),2.8,-18,-19,-18,3,-7,5,0,10
CC1CCCC(NC(=O)CSc2nnc(N)s2)C1C (stereo not given),1.1,-9,-4,-14,10[fluorescence artefact?],-4,0,-2,0
O=C1CCC(=O)N1OCCOc1ccccc1,1.2,-7,-9,-3,-2,0,-8,1,18
CCOCCCNCc1ccc(OCC(=O)N2CCOCC2)c(OC)c1,0.4,-10,-30,-2,-5,-12,-2,1,-13
CN1CCN(Cc2cc(Cl)c3cccnc3c2OC(=O)c2cccs2)CC1,1.3,15,2,-1,5[fluorescence artefact?],-6,2,0,4
Cc1ccc(C(=O)CN2C(=O)c3ccccc3S2(=O)=O)cc1,-0.4,-15,-80,2,-9,-8,-10,-1,0
C[N+](C)(C)c1ccc(/C=N/Nc2nc(Cl)c(C#N)c(Cl)c2Cl)cc1,-0.4,16,-9,12,40[fluorescence artefact?],-98,-48,2,2
CC(=O)Nc1ccc(C2Nc3ccccc3C(=O)N2C2CCCCC2)cc1 (stereo not given),0.0,-2,1,-4,8,-12,-6,-2,3
O=C(c1ccco1)n1c(=S)nc2ccccn21,-0.2,-3,-11,-3,0,-9,-76,3,-1
O=[N+]([O-])c1ccc(NCCNc2ccc(Cl)nn2)cc1,0.0,-10,-5,-1,-7,-6,-19,-4,1
COc1cc(S(=O)(=O)Nc2ccc(C)cc2)ccc1N=Cc1c(C)[nH]n(-c2ccccc2)c1=O,0.7,-13,9,-5,-9,-3,-9,-2,4
CCCCCCC(=O)Nc1nc(C)c(-c2csc(Nc3ccccc3OC)n2)s1,18,-33,2,0,18,-15,-15,4,-1

The results go on.
SMILES,L929 necroptosis,p47phox inh,Mdm2 ligase inh,Runt-SMMHC FRET,14-3-3 Bad inh,EBV gp42 inh,Tb hexokinase,Runt-CBFb FRET,Hck-Nef inh
Cc1ccc2c(c1)nnn2C1CCN(S(=O)(=O)c2ccc(C(=O)N(C)C3CCCCC3)cc2)CC1,-0.6,-1,-14,0,-4,3,-3,-3,-2
CCN(Cc1ccncc1)C(=O)CC1C(=O)NCCN1Cc1ccc(F)c(F)c1 (stereo not given),-0.1,-4,-15,-5,-16,-5,-4,2,-14
COCC(C)NCc1cccc2ccccc12 (stereo not given),-0.7,-2,2,-1,5,-4,3,1,15
N#Cc1ccccc1NC(=O)COc1c(Br)cc(Br)c2cccnc12,0.8,14,-7,-7,10[fluorescence artefact?],-6,-3,0,14
Cn1c(=O)n(C)c2cc(NC(=O)c3ccccc3[N+](=O)[O-])c(Br)cc21,1.5,-1,-9,0,8,4,-1,-2,-12
O=C(O)C(c1ccccc1)N1C(=O)/C(=C/c2cccs2)SC1=S (stereo not given),0.0,-18,-7,-5,8,-6,-3,11,18
COc1ccccc1NC(=O)Nc1cccc(NC(C)=O)c1,0.4,-6,-4,1,-2,-1,-13,0,21
Fc1ccc(-c2cc(-c3ccccc3)nc(-n3cccn3)n2)cc1,-0.5,-55,-8,2,3,-5,-7,-2,-5
COc1ccc(Cl)cc1NC(=O)Cc1c(F)cccc1Cl,0.5,-5,-4,1,-8,6,-3,-3,-1
C[C@H](NS(=O)(=O)c1ccc(Cl)cc1)C(=O)OCC(=O)NC(=O)Nc1ccc2c(c1)OCCO2,nt,-13,-13,-1,-4,0,2,15,5
Cc1nc2ccccc2nc1SCC(=O)N1CCC(C)CC1,0.0,-7,-7,-1,3,-1,-19,nt,1
Cc1cccc(-n2c(SCC(=O)NCc3ccc4c(c3)OCO4)nc3ccccc3c2=O)c1,0.6,-17,-1,0,-7[fluorescence artefact?],-26,34,-3,2
CCC(=O)c1ccc(N2CCCCC2)c(F)c1,1.0,-15,-7,-2,-16,-5,-3,-1,23
CN1/C(=C\C=N\NC(=O)c2ccccc2Br)C(C)(C)c2ccccc21,0.7,-133,-4,7,-8,-13,-16,-1,-3
